Screening data deposited in PubChem by National Center for Advancing Translational Sciences (NCATS).
12-LOX inh: inhibitors of human 12S-lipoxygenase ALOX12; purified 12hLO, xylenol orange hydroperoxide absorbance; Potency, µM (top dose mostly 108 µM), for the others: at the top dose activity change, negative = inhibition, most hits filed as inhibitors; actives 1.1% (n = 580,000); AID 1671190; active = well fitted inhibition curve with a large enough effect; inconclusive = small, poorly fitted or top-dose-only effect, or another doubt; inactive = no such curve, though single readings can be large or run the other way
Target sequence (P18054 whole entry, looked up): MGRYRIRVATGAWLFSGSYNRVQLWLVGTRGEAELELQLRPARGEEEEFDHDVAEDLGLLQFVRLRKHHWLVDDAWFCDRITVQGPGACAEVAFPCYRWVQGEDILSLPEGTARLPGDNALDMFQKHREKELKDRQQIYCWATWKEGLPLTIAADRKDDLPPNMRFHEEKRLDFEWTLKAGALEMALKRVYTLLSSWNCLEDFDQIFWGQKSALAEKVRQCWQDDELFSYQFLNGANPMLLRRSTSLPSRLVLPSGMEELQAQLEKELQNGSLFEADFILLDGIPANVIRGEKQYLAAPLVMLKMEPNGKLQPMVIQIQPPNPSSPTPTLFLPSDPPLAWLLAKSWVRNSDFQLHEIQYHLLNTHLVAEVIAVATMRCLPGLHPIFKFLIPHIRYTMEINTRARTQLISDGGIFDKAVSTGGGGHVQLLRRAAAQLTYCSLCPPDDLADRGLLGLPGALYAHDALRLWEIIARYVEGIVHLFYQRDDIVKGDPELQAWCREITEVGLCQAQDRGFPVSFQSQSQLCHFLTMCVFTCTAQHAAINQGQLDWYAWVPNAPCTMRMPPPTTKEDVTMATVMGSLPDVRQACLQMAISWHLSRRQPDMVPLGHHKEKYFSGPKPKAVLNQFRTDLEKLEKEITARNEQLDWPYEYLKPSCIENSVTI
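Purified human 12hLO (150 nM final) in 25 mM Hepes, 0.01% Triton X-100, pH 7.0 was preincubated 15 min at room temperature with compound. Then 40 uM arachidonic acid was added, 30 min. Hydroperoxide was read by Fe-XO absorbance ratio 573/405 nm.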
An asterisk follows results filed as active; ? = inconclusive; [ ] = remark or other dose. % is scaled to controls: 0 for no effect and ±100 for the full control effect; potency is read from the fitted curve at half-maximal effect. Not all compounds are listed, so the mix of outcomes need not match the whole.

canonical_smiles,12-LOX inh
CCn1ccc(C(=O)N2C[C@@H](Oc3cccnc3)C[C@@H]2C(=O)NCCOC)n1,17%
O=C(NCCc1ccccn1)c1ccc(-c2nnc3ccc(NC(=O)C4CCC4)cn23)cc1,44%[activator]
COCC(=O)Nc1cc(C(=O)N2CCN(C3CCCC3)C(=O)C2)c2c(c1)nc(-c1ccncc1)n2C,3%
CCOC(=O)CNC(=O)NCc1cccn1Cc1cc(C)ccc1C,-31%
CCNC(=O)Cc1ccc(N(Cc2ccccc2)C(=O)c2ccco2)cc1,3%
Cc1ccc(CNC(=O)c2ccc(-c3ccc(N4CCSCC4)nc3)cc2)o1,8%
COc1ccc2cc(C(=O)N3CCN(S(=O)(=O)c4ccccc4)CC3)c(C)nc2c1,-1%
CN(Cc1ccccc1)C(=O)[C@@H]1CN(S(C)(=O)=O)C[C@H]1c1ccncc1,66%[activator]
CC(C)(C)C(=O)N1CC[C@@H](CC(=O)O)[C@@H](CC2=NCCc3ccc(C(C)(C)C)cc32)C1,3%[176 µM]
COc1cccc(-c2nnnn2[C@H]2CO[C@H]3[C@@H]2OC[C@@H]3NS(=O)(=O)Cc2ccccc2)c1,1%
COc1cccc(-c2cc(CC3(O)CCN(c4nnc(C)o4)CC3)on2)c1,0%
C/C(=N/Nc1ccc(S(N)(=O)=O)cc1[N+](=O)[O-])c1ccc(Br)s1,-7%
O=C(Nc1ccc([C@@H](O)[C@H]2COCC(=O)N2Cc2ccc(C(F)(F)F)cc2)cc1)C1CCCCC1,33%[activator]
C=CCNC(=O)NC(=O)CN1CCSCC1,1%
c1cncc(-c2nc(NC3CC3)c3ccccc3n2)c1,-25%
COc1ccc(CNC(=O)C(C)OC(=O)C23CC4CC(CC(C4)C2)C3)cc1 (stereo not drawn),2%
C[C@@H](NC(=O)C1CCCC1)c1c(-c2ccc(Cl)cc2)noc1C(=O)O,1%[176 µM]
Cc1ccc(-c2nnc(C3CN(C(=O)c4cccs4)CC34CCOCC4)o2)cc1 (stereo not drawn),21%
CCn1nc(C)c(C(C)NCc2cccc(OC)c2OCCN2CCOCC2)c1C (stereo not drawn),1%
Nc1nc(CN2CCN(C(=O)CNC(=O)c3ccc(OC(F)F)cc3)CC2)nc2ccccc12,5%
CN(Cc1ccc(-c2ccccc2)cc1)Cc1ccnn1C,102%[activator][176 µM]
O=C(c1ccccn1)N1CCCC2(CC(c3ccccn3)=NO2)C1 (stereo not drawn),2%[6.33 µM]
CNC(=O)N1CCC(C2CCN(S(=O)(=O)c3cnc[nH]3)C2)CC1 (stereo not drawn),35%
COCC(=O)Nc1ccc(-c2noc([C@@H]3CCCN3Cc3ccc(NC(C)=O)cc3)n2)cn1,33%[activator]
CCCNC(=O)CSCc1cccs1,-29%
O=C(CC[C@@H]1CNC(=O)[C@@H]2C[C@H](NCc3cccc(Cl)c3)CN12)NCc1ccc(F)cc1,101%[activator]
Clc1ccc(-c2csc3ncnc(Sc4nnc(C5CC5)o4)c23)cc1,1%
COc1ccc(CNC(=O)N2CCN(S(=O)(=O)c3ccc(Cl)c(Cl)c3)CC2)cn1,37%[activator]
CCN(CC)S(=O)(=O)c1ccc(N(C)C)c(NS(=O)(=O)c2cccs2)c1,?
Cn1c(=O)c2c(nc(Cl)n2CC(=O)N(C2CCCCC2)C2CCS(=O)(=O)C2)n(C)c1=O (stereo not drawn),3%
c1ccc(-c2cc3c(Nc4ccc5c(c4)OCCO5)nccc3[nH]2)cc1,?
CNC(=O)C1CCN(Cc2ncc(-c3ccccc3)o2)CC1,17%
CCCCCCCCCCCCCC(=O)N[C@H](CO)[C@H](O)c1ccc([N+](=O)[O-])cc1,-18%[57.4 µM]
O=C1CCN(C(=O)c2ccccc2)CCCC(C(=O)NCc2cccc(C(F)(F)F)c2)CCN1 (stereo not drawn),13%
COc1ccccc1CNC(=O)CSc1nnc(-c2ccco2)n1C,1%
Cn1nccc1-c1ncc2c(n1)OCCN(Cc1ccccc1)C2=O,14%[176 µM]
O=C(c1ccc2c(c1)N(C(=O)c1ccccc1)CC2)N1CCN(c2cccc(Cl)c2)CC1,-1%
O=C(CCn1ccc(=O)[nH]c1=O)N[C@H](c1ccccn1)C1CC(O)C1 (stereo partly drawn),-23%
O=C(N/N=C/c1ccc(Cl)cc1)C1CC1,23%
Nc1cc(N)nc(SCCC(=O)Nc2ccccc2F)n1,?
CCCCCN1CCN(c2nc3c(c(=O)[nH]c(=O)n3C)n2Cc2ccc(Cl)cc2Cl)CC1,-28%
CC(=O)c1c(C(F)(F)C(F)(F)F)n[nH]c1C,-4%
CC(C)(C)c1ccccc1NC(=O)CSc1ncnc2ccccc12,3%
C#CCN1CC(N(C)CCCO)CS1(=O)=O (stereo not drawn),21%
O=C(Cn1nc(N2CCN(c3ccccc3)CC2)ccc1=O)NC1CCCC1,18%
O=C(c1ccc(CO)o1)N1CCc2c(nc(-c3ccncc3)[nH]c2=O)C1,-7%
COc1ccc2cc(CN(C)C(=O)CNC(=O)c3ccc(Cl)c(Cl)c3)ccc2c1,?
CCOc1ccc(NC(=O)Cn2nc3n(c2=O)CCN(Cc2ccccc2C)C3=O)cc1,9%
CCCC(=O)N1c2nc(CC)nn2C2(CCCCC2)[C@@H]2CCCC[C@@H]21,-19%
Cc1cc(C)n(CCC(=O)N2CCC(N3C[C@H](O)C[C@H]3C(=O)NC3CCCCC3)CC2)n1,9%

More structures
canonical_smiles,12-LOX inh
CCc1cccc(C)c1NC(=O)c1cc2ccccc2oc1=O,-3%
CC(Sc1nnnn1C)C(=O)c1ccc(F)c(F)c1 (stereo not drawn),-1%
O=C(Nc1cccc(-c2ccc(F)cc2)c1)C1CCCN(C(=O)c2cccnc2)C1 (stereo not drawn),15%
Clc1ccc(-c2cn3cc(Br)ccc3n2)cc1,-28%
Cn1ccnc1CNC(=O)C[C@@H]1C[C@H]2O[C@H](CN)[C@@H](O)[C@H]2O1,13%[176 µM]
OCCCN(Cc1ccccc1)C1CC1,-1%
COCCN1C(=O)[C@@H]2C[C@@H](CN2C(=O)c2cnccn2)Oc2ccccc21,1%[176 µM]
O=C(NCCc1cccc(F)c1)C1CCCC1,?
CCCc1nnc(C[C@@H]2C[C@@H](C(C)C)[C@H](CN3CCC(O)CC3)C=C2C)o1,33%[176 µM]
O=S(=O)(NCCc1coc(-c2ccccc2)n1)c1ccc2ccccc2c1,-24%
CCNC(=O)N1CCc2nc(N3CCN(CC)CC3)sc2C1,43%
CCCC(=O)N1N=C(c2ccc(OC)cc2)CC1c1ccc2nccnc2c1 (stereo not drawn),?
CCCC1c2nccn2CCCN1C(=O)c1ccc(OC)nc1 (stereo not drawn),0%
CCCc1ccc(-c2cc(NC(=O)Cc3c(C)[nH]c4ccccc34)ccc2N(C)c2cccnc2)cc1,?
NCc1ccc(C(=O)N2CCCC2)cc1,?
Cc1cn2nc(C(=O)NCc3ccc(Cl)cc3)cc2c(=O)[nH]1,2%
C=CCNC(=O)C1CCCN(S(=O)(=O)c2ccccc2)CCC(=O)NCC1 (stereo not drawn),19%
O=C(C1CCOCC1)N1CC(CO)C2(CCNCC2)C1 (stereo not drawn),15%
CCOc1cc(=O)n2c(c1C(=O)NC1CCCC1)CCCCC2,7%
NC(=O)C(=O)Nc1ccccc1C(=O)NCc1cccnc1,9%
O=C(c1ccccc1F)N1CC(Oc2ccc3c(c2)OCO3)C1,9%[6.33 µM]
CCCCCCCCN1CCS(=O)(=O)N(Cc2ccc(OC)cc2)C(C(=O)OC)C1 (stereo not drawn),11%
CC(C)(C(=O)NCCC1COc2ccccc2O1)N1CCOCC1 (stereo not drawn),-3%
Cc1nsc(NC(=O)NC(C)c2ccc(Cl)cc2)n1 (stereo not drawn),3%
Cn1c(=O)c2c(nc(N3CCN(C(=O)c4ccccc4F)CC3)n2Cc2ccccc2)n(C)c1=O,-2%
CN(C)C[C@@H]1CN(Cc2cccnc2)C[C@H]1NC(=O)COc1ccccc1,54%[activator]
Cn1c(=O)c2c(-c3ccccc3)n3c(c2n(C)c1=O)C(c1ccc(O)cc1)OCC3(C)C (stereo not drawn),?
Cn1c(=O)c2ccccc2n(CC(=O)Nc2ccc(C(F)(F)F)cc2)c1=O,-13%
CCNC(=O)N[C@H]1C[C@@H](Cc2cc(CN3CCCCC3)on2)C1(C)C,20%[176 µM]
Cc1cc(C(=O)CCC(=O)O)c(C)s1,2%
O=c1cc(N2CCOCC2)oc2c(NCc3ccc(F)cc3)nccc12,-23%[176 µM]
COCC(=O)N(C)[C@H]1C[C@H]2c3[nH]c4c(-c5ccccc5)cccc4c3CCN2C(=O)[C@H]1[C@H](C)O,?
CC(Cl)C(=O)c1ccc(C(C)(C)C)cc1 (stereo not drawn),?
O=C(Cc1ccccc1)N1CCC2(CC1)CN[S+](=O)([O-])c1ccccc1N2,13%
COc1ccc(Cn2c(C3CCN(C(=O)Cc4ccc(C)cc4)CC3)n[nH]c2=O)cc1,?
Cc1ccc(-c2ccccc2CN)c(C)c1,8%[12.5 µM]
CCCOc1ccc(CNC(=O)[C@@]23CCCC[C@H]2N(CCOC)C(=O)CC3)cc1,30%[activator]
CCCCc1c(-c2ccccc2OC)ncn1Cc1cccc(C)c1,?
C=CCn1c(SCc2coc(-c3cccc(Cl)c3)n2)nnc1C1CCS(=O)(=O)C1 (stereo not drawn),-6%
CN(CC(=O)NC(C)(C)C)C(=O)c1cc(=O)[nH]c2ccccc12,3%
Cc1cc(C)c(CNC(=O)c2cc(-c3ccnn3C)cc3c2OCCN3C(C)C)c(=O)[nH]1,22%[176 µM]
CC(C)NC(=O)CN1CN(c2ccccc2)C2(CCN(C(=O)NCc3ccccc3)CC2)C1=O,-2%
O=C1NC2(C(=O)Nc3ccc(Cl)cc3)CCC(=O)N2c2ccccc21 (stereo not drawn),26%
O=C(NCCn1ccn2nc(-c3ccc(F)cc3)cc2c1=O)c1ccsc1,18%
CCCCn1c(SCC(=O)NCC)nc2cc(C(=O)OC)ccc2c1=O,-9%
COc1cccc(CNC(=O)CN2C(=O)NC(c3ccc(Cl)cc3)C3=C2COC3=O)c1OC (stereo not drawn),2%
CC(C)C(NC(=O)c1ccc(Cl)cc1)C(C)C,-33%
O=C(O)c1ccc(/C=C/C(=O)c2cc(Cl)ccc2Cl)cc1,-43%
COC(=O)N1CCn2c(nnc2-c2ccccc2)C1,28%[176 µM]
CN(C)c1cccc(C(=O)Oc2ccc(C#N)cc2)c1,?

(cont.)
canonical_smiles,12-LOX inh
CCN(CC)C(=O)c1ncn2c1C(=O)N[C@H](C)C2,?
CC1(C)C(=O)OC(c2ccc(Br)cc2)C2(CCCCC2)C1=O (stereo not drawn),-1%
Cc1c(-c2ccccc2)nnn1-c1ccc(F)c(Cl)c1,5%
CSCc1ccc(C(=O)NCc2coc(-c3cccs3)n2)cc1,?
CCc1nc(NC(=O)C[C@H]2NC(=O)c3ccccc3NC2=O)n[nH]1,-8%
Cc1cccc(C(=O)NC(c2ccc3c(c2)OCCCO3)C(C)C)n1 (stereo not drawn),?
O=C1CCN(C(=O)C2CCN(C(=O)c3ccco3)CC2)CCCCCCN1,-2%
CCc1noc(CC2CCOC3(CCN(S(=O)(=O)c4c(C)cc(C)cc4C)CC3)C2)n1 (stereo not drawn),64%[activator]
O=C1NCc2ccccc2CC12CCN(Cc1cccc(F)c1F)C2 (stereo not drawn),?
N#Cc1cccc(C(=O)N2CCC3(CC2)CC(CO)N(C(=O)c2ccccc2)C3)c1 (stereo not drawn),30%[activator]
CC(C)(O)C#Cc1ccc(C2NCCS2)cc1 (stereo not drawn),-21%
CN1C[C@@H](NC(=O)Nc2ccc(F)cc2F)C[C@H]1c1nc(-c2ccccc2)no1,27%[176 µM]
Cc1cccc(-c2nc(CS(=O)CC(=O)NCc3ccc(F)cc3)c(C)o2)c1 (stereo not drawn),-5%
CCCN1CCCC2(Cc3ccccc3CN(C(=O)Cc3ccc(OC)cc3)C2)C1 (stereo not drawn),6%[6.33 µM]
NC(=O)[C@H](Cc1cccs1)NC(=O)[C@@H]1[C@@H](NC(=O)Nc2ccc(F)cc2F)CCN1C(=O)c1cnccn1,-17%
COc1ccc(C2CCCCCN2C(=O)NCCn2ccnc2)cc1 (stereo not drawn),-1%
O=C(CCc1ncc(-c2c(F)cccc2F)o1)Nc1ccccc1F,-1%

An excerpt from above in order of length of the SMILES, smallest number first:
canonical_smiles,12-LOX inh
COc1ccc(C2CCCCCN2C(=O)NCCn2ccnc2)cc1 (stereo not drawn),-1%
O=C(CCc1ncc(-c2c(F)cccc2F)o1)Nc1ccccc1F,-1%
CCCN1CCCC2(Cc3ccccc3CN(C(=O)Cc3ccc(OC)cc3)C2)C1 (stereo not drawn),6%[6.33 µM]
Cc1cccc(-c2nc(CS(=O)CC(=O)NCc3ccc(F)cc3)c(C)o2)c1 (stereo not drawn),-5%
N#Cc1cccc(C(=O)N2CCC3(CC2)CC(CO)N(C(=O)c2ccccc2)C3)c1 (stereo not drawn),30%[activator]
NC(=O)[C@H](Cc1cccs1)NC(=O)[C@@H]1[C@@H](NC(=O)Nc2ccc(F)cc2F)CCN1C(=O)c1cnccn1,-17%
